Source: PubChem (ICCB-Longwood Screening Facility, Harvard Medical School)
PV pol inh = poliovirus RdRp elongation inhibitors, primary screen, biochemical, fluorescence polarization, total intensity; Genome polyprotein (Poliovirus type 1 (strain Mahoney)), P03300; poliovirus polymerase elongation; stronger effect = lower value; % elongation, % (compound at 16.7 µg/mL); 0.66% of 150,000 active; AID 588519, 2011; in the data active = % elongation below about 90%; note: some results filed as inactive read as strong as hits
Target sequence (P03300 1749-2209 limits assumed): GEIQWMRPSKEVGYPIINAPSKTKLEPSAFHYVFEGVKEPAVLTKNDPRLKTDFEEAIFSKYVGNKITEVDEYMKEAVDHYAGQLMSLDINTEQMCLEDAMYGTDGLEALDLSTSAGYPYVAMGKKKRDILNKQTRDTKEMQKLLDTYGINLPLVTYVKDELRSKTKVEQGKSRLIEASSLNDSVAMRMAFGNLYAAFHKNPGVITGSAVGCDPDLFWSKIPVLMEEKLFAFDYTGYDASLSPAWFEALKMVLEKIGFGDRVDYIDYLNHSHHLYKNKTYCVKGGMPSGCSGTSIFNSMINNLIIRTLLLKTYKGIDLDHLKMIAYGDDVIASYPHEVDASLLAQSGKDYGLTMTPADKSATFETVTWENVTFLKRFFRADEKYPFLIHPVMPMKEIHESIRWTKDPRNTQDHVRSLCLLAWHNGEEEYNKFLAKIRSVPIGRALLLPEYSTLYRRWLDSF
PV pol inh FP z-score = also measured in PV pol inh; calls as there; z-score; measured here: FP z-score; hits read low
Active calls of the source: *.

The first 2 entries as a preview:
SMILES	PV pol inh	PV pol inh FP z-score
O=C(Nc1nc2nc(-c3ccccc3)cc(=O)n2[nH]1)c1ccccc1	102	-0.2
Cc1ccc(CNC(=O)CCn2nc(C)c(S(=O)(=O)N3CCCC3)c2C)cc1	101	0.1

Results, from the start:
SMILES	PV pol inh	PV pol inh FP z-score
O=C(Nc1nc2nc(-c3ccccc3)cc(=O)n2[nH]1)c1ccccc1	102	-0.2
Cc1ccc(CNC(=O)CCn2nc(C)c(S(=O)(=O)N3CCCC3)c2C)cc1	101	0.1
NC(=S)Cc1ccc(CC(N)=S)o1	95	-1.4
COc1ccc(CN(Cc2cccn2C)S(=O)(=O)c2ccccc2)cc1	106	0.7
CN(C)Cc1nc2c([nH]1)c(=O)[nH]c(=O)n2C	99	-0.9
Cc1c(C(=O)N2CCNCC2)oc2ccccc12	102	-0.3
CCCCOC(=O)c1ccc(NC(=O)c2cnc3ccc(C)cn3c2=O)cc1	99	-1.5
O=C(CSc1nc2c(c(=O)[nH]1)CN(Cc1ccc(Cl)cc1)CC2)NCc1ccccc1	98	-1.3
Cc1cccn2cc(-c3cccc(S(=O)(=O)N4CCOCC4)c3)nc12	101	0.3
COc1ccc(C(=O)N(c2ccccn2)c2ccccn2)cc1OC	102	0.1
CCN(Cc1ccccc1)C(=O)C1CCC(CNS(=O)(=O)c2ccc3c(c2)CCCC(=O)N3)CC1 (configuration not stated)	116	2
CCCCCn1cnc2c1c(=O)[nH]c(=O)n2C	102	0.1
O=C(NCc1ccccc1)c1ccc2c(c1)N(Cc1cccc(Cl)c1)C(=O)c1ccccc1S2(=O)=O	104	-0.4
O=C(O)C1CCN(c2nc3ncccc3nc2-c2ccccc2)CC1	102	-0.7
COc1cccc(CNC(=O)Nc2ccc3c(c2)N(C)C(=O)c2ccccc2S3)c1	101	-1.3
CCc1ccccc1NC(=S)N1CCC(N(C)CCN2CCOCC2)CC1	101	-0.5
Cc1cc(NC(=O)N2CCC(CN3CCC(C)CC3)CC2)ccc1Br	103	0.2
Cn1c(=O)c2c(c3ccccc31)OC(=O)CC2c1cccc(F)c1 (configuration not stated)	103	-0.1
CCC(=O)Nc1ccccc1-c1nnc(SCc2ccccc2)[nH]c1=O	98	-1.1
Cc1ccc(S(=O)(=O)NC2CCCC2)cc1	101	0.5
COc1ccc(N2CCN(S(=O)(=O)c3ccc(OC)c(-c4noc(C)n4)c3)CC2)cc1	109	0.4
CCc1cc2c(cc3c(=O)n(CCCC(=O)NCc4ccccc4)ncn32)s1	100	-0.9
CCCCNC(=O)C1CC(=O)N(c2ccc(Cl)cc2)C1 (configuration not stated)	100	-0.1
CCC(Sc1nncn2c1cc1sccc12)C(=O)Nc1ccccc1C (configuration not stated)	103	0.4
COc1ccc2c(c1)c(=O)c(C(=O)c1ccccc1)cn2CC(=O)Nc1ccc2c(c1)OCO2	106	0.2
Cc1ccc(NC(=O)CC2(c3ccc(Br)cc3)C(=O)c3ccccc3C2=O)cc1	101	0.1
COC(=O)c1cc(S(=O)(=O)NCC2CCN(Cc3cccc(F)c3)CC2)c[nH]1	107	0
CNC(=O)c1ccc(/C=C2/Oc3ccccc3N(Cc3cccc(C)c3)C2=O)cc1	101	-0.3
Nc1nc2n(n1)C(c1ccc(Br)cc1)C=C(c1ccccc1)N2 (configuration not stated)	102	-0.2
Clc1nccc2nc(N3CCCC3)ncc12	101	0.1
O=C(CCCCn1c(=O)[nH]c2ccsc2c1=O)N1CCCCC1	102	0.2
CC(NC(=O)CN1C(=O)COc2ccc(S(=O)(=O)N3CCCCCC3)cc21)c1ccccc1 (configuration not stated)	107	0.7
CCOC(=O)C1CCN(c2ccccc2CN2CCC(c3ccccc3OC)CC2)CC1	99	-0.8
Cc1nc2ccccn2c1-c1csc(Nc2ccc(Br)cc2Br)n1	106	0.4
CCCSc1ncc(Cl)c(C(=O)Nc2nc(C)c(C(=O)OCC(C)C)s2)n1	104	0.4
O=C(NC1CC(=O)N(c2ccc(F)cc2)C1)c1ccc(S(=O)(=O)N2CCCC2)cc1 (configuration not stated)	104	-0.6
Cc1nc(=O)c(-c2ccccc2)c(C)n1Cc1ccccc1	100	-0.3
Nc1[nH]c(=O)[nH]c(=O)c1N=Nc1ccc2c(c1)OCCO2	109	1
CCCc1cc(=O)[nH]c(SC/C=C/c2ccccc2)n1	103	-0.2
COc1ccc(-n2cnc3cc(C(=O)NCc4ccccn4)ccc32)cc1	100	-0.2
COc1cc2c(cc1OC)CN(Cc1cc(=O)n3c(-c4ccccc4)csc3n1)CC2	114	1.1
CCOC(=O)C1=C(C)NC(=O)C1	105	0.5
CN(C)c1ccc(-c2cc(-c3ccccc3)c(C#N)c(N)n2)cc1	105	1.2
Cc1c(NC=O)c(=O)n(-c2ccccc2)n1C	100	-0.5
CCOc1ccc(CNC(=O)c2cc3c(=O)n(Cc4cccs4)ccc3nc2C)cc1	104	-0.3
O=C(c1ccccc1NS(=O)(=O)c1ccc(F)cc1)N1CCN(c2ccccc2F)CC1	105	0.5
CCOC(=O)c1ccc(N2C(=O)c3n[nH]c(-c4ccco4)c3C2c2ccccc2OC)cc1 (configuration not stated)	104	-0.9
CC(=O)Oc1ccc2c(=O)c(Oc3ccccc3)coc2c1	100	0
CCN(c1cccc(C)c1)S(=O)(=O)c1cc2[nH]c(=O)c(=O)[nH]c2cc1C	101	-0.3
CCCOc1ccc(C(=O)N(C)c2ccccc2)cc1	102	0
COCCNC(=O)c1cc(Br)c(C)c(C)c1C	100	0.1
COc1ccc(CN(C(=O)c2ccco2)c2ccccc2)cc1	100	-0.3
O=C1Cc2ccccc2C(=O)N1Cc1ccc2c(c1)OCO2	75*	-3.9*
Cc1nnc(SCc2ccccc2)n1N	104	1.1
CCCCN(CC)C(=O)C1CCCN(S(=O)(=O)c2cccc3nsnc23)C1 (configuration not stated)	101	0.2
C=CCn1c2c(c(=O)[nH]c1=O)C(c1ccccc1)C1=C(COC1=O)N2 (configuration not stated)	100	-0.9
Cc1ccc(S(=O)(=O)n2nc(-c3ccco3)nc2NCc2ccccc2Cl)cc1	107	0
Cc1cc(=O)n2c3c(cc(S(=O)(=O)NC4CC4)cc13)CCC2	103	0.3
C/C(=N\N1C(=O)c2ccccc2C1=O)C1C(=O)c2ccccc2C1=O	101	0.2
COc1cccc(CNC(=O)C2CCN(S(=O)(=O)c3ccc4c(ccn4C)c3)CC2)c1	106	-0.2
The list continues.
SMILES	PV pol inh	PV pol inh FP z-score
COc1ccc(OCCCn2c(=O)oc3ccccc32)cc1	101	-0.4
Cn1c(=NC(=O)CC2OC(=O)c3ccccc32)sc2ccccc21 (configuration not stated)	100	-0.6
COc1ccc2[nH]c3c(OC)ncnc3c2c1	104	0.6
CC(C)(C)NC(=O)COc1ncnc2sccc12	104	0.2
Cc1n[nH]c(C)c1S(=O)(=O)N1CCc2ccccc2C1	103	0.6
CC(=O)c1c(C)n(-c2cccc(C)c2)c2ccc(OC(=O)COc3ccccc3)cc12	106	0.2
COC(=O)c1ccc(CN2C(=O)NC3(CCCC3)C2=O)cc1	103	0.1
CC(=O)N(CCC(c1ccccc1)c1ccco1)Cc1ccc(N(C)C)cc1 (configuration not stated)	100	-0.5
C=CCCC1(C)NNc2nc(=O)c(C)nn21 (configuration not stated)	104	0.6
CCCCN(C)c1nnc(NC(=O)Nc2ccc(Br)c(C)c2)s1	105	-0.6
CC(C)n1nccc1NC(=O)c1cccnc1Sc1ccccc1	105	0.2
Cc1nnc2c(Nc3cccc(O)c3)nc3ccccc3n12	107	0.3
CCOc1ccccc1NC(=O)CN1C(=O)COc2ccc(S(=O)(=O)NC3CCCC3)cc21	99	-1.6
O=C(O)CCc1cnn(-c2ccccc2)c1	103	0.2
CCOC(=O)N1CCc2c(sc3c2c(=O)n(-c2ccc(Cl)cc2)c(=O)n3CC(=O)c2ccc(F)cc2)C1	105	0.2

Entries from the list above containing bromine, in the order listed:
SMILES	PV pol inh	PV pol inh FP z-score
Cc1cc(NC(=O)N2CCC(CN3CCC(C)CC3)CC2)ccc1Br	103	0.2
Cc1ccc(NC(=O)CC2(c3ccc(Br)cc3)C(=O)c3ccccc3C2=O)cc1	101	0.1
Nc1nc2n(n1)C(c1ccc(Br)cc1)C=C(c1ccccc1)N2 (configuration not stated)	102	-0.2
Cc1nc2ccccn2c1-c1csc(Nc2ccc(Br)cc2Br)n1	106	0.4
COCCNC(=O)c1cc(Br)c(C)c(C)c1C	100	0.1
CCCCN(C)c1nnc(NC(=O)Nc2ccc(Br)c(C)c2)s1	105	-0.6

The list continues:
SMILES	PV pol inh	PV pol inh FP z-score
COC(=O)c1cc(OC)c(OC)cc1NC(=O)CSc1nnnn1-c1ccccc1OC	101	0.1
COc1ccccc1NC(=O)Cn1c(=O)n(Cc2ccccc2)c(=O)c2c1c1cc(C)ccc1n2C	109	0.3
CCCC1Cc2[nH]c(=O)c(C(=O)O)cc2CO1 (configuration not stated)	100	-0.1
CCOC(=O)c1cc(-c2ccccc2)n(CCCC(=O)Nc2cc(C)ccc2OC)c1C	104	0.1
Cn1c(-c2cccc(Br)c2)cnc1NCc1cccc(F)c1	103	-0.1
CCC1CCCCN1S(=O)(=O)c1ccc(C(=O)Nc2sc3c(c2C(=O)NC)CCC3)cc1 (configuration not stated)	99	-2
Cc1ccc(CSC2=Nc3ccccc3C3=NC(CCC(=O)NC4CCCCC4)C(=O)N23)cc1 (configuration not stated)	117	2.3
CC1(C)CC(=O)C2=C(C1)Nc1[nH]c(=S)[nH]c(=O)c1C2c1ccc(O)cc1 (configuration not stated)	101	-0.1
COc1ccccc1OC(=O)C1CCCCC1	104	2
Cc1ccc2c(Cn3nnc4ccccc4c3=O)cc(=O)oc2c1	112	1.4
CCOC(=O)c1cccc(NC(=O)c2cc3ccccn3n2)c1	111	0.8
CC(C)(C)N(Cc1ccccc1)C(=O)CSc1nncs1	99	-0.4
Cc1ccc(Sc2c(C)nn(C(=O)COc3ccccc3)c2C)cc1	101	-1.3
CC(C)COc1ccc2c(c1)c1c3c([n+](C)ccn32)CCC1	91	-3.5
O=C1CCC(C(=O)OCC(=O)C23CC4CC(CC(C4)C2)C3)N1 (configuration not stated)	101	-0.1
C=CCN=c1scc(-c2ccccc2)n1/N=C/c1ccc(O)cc1O	115	1
CN(C)S(=O)(=O)c1ccc(C(=O)NCc2nc3ccccc3n2C)cc1	103	-0.1
N#Cc1c(N2CCN(C=O)CC2)nc(N)c2c(N)nc3c(c12)CC(=O)N3Cc1cccs1	104	0.3
CCc1ccc(NC(=O)CSc2nc3ccccc3c(=O)n2CCCN2CCC(C)CC2)cc1	103	0.3
CC(=C(C#N)C#N)c1ccc2c(c1)OCO2	98	-0.2
Cc1c(CCC(=O)NN)c(C)n2c(nc3ccccc32)c1C#N	97	-0.3
O=P(OCC1CC1)(c1ccccc1)c1ccccc1	101	0.3
COc1ccccc1N1CCN(c2ncnc3c2cnn3-c2ccc(C)cc2)CC1	113	1
c1ccc(-c2nc(-c3cccnc3)no2)cc1	102	0.2
Cc1ccc2c(c1)c(=O)c1c3n2CCN(CC#N)C3CC1 (configuration not stated)	98	-0.6
Cc1ccc(C(=O)NCCc2cn3ccccc3n2)cc1	100	-0.6
COc1ccccc1Nc1c2c(nc3ccc(NC(=O)c4ccc(N(C)C)cc4)cc13)CCCC2	110	0.9
CNc1c(NS(=O)(=O)c2ccc(C)cc2C)c(=O)oc2ccccc12	105	1.1
NC(=O)c1ccc[n+](CC(=O)N2CCCCC2)c1	101	-0.1
CC(C)(C)C(=O)NC(C(=O)O)C12CC3CC(CC(C3)C1)C2 (configuration not stated)	106	-0.1

Single entries from the entries so far:
CN(C)S(=O)(=O)c1ccc(C(=O)NCc2nc3ccccc3n2C)cc1 – PV pol inh: 103
CCc1ccc(NC(=O)CSc2nc3ccccc3c(=O)n2CCCN2CCC(C)CC2)cc1 – PV pol inh: 103
c1ccc(-c2nc(-c3cccnc3)no2)cc1 – PV pol inh FP z-score: 0.2
NC(=O)c1ccc[n+](CC(=O)N2CCCCC2)c1 – PV pol inh FP z-score: -0.1

Two compounds picked at random from those above:
SMILES	PV pol inh	PV pol inh FP z-score
CCc1ccc(NC(=O)CSc2nc3ccccc3c(=O)n2CCCN2CCC(C)CC2)cc1	103	0.3
Cc1ccc2c(c1)c(=O)c1c3n2CCN(CC#N)C3CC1 (configuration not stated)	98	-0.6

Next compounds:
SMILES	PV pol inh	PV pol inh FP z-score
COC(=O)c1ccc(NC(=O)CC2Sc3ccc(C(F)(F)F)cc3NC2=O)cc1 (configuration not stated)	103	0.3
COc1ccc(CC(=O)NCC(c2cccs2)S(=O)(=O)c2ccc(F)c(C)c2)cc1 (configuration not stated)	106	0.1
CCOC(=O)c1sc(N)c(C(=O)OCC)c1COC(=O)c1cnc(C)cn1	107	0.6
CCc1ccc(NC(=O)Cc2csc(COc3cccc(C)c3)n2)cc1	113	1.4
COc1cccc2sc(N(Cc3cccnc3)C(=O)c3ccco3)nc12	108	0.2
O=C(OCC(=O)N1CCCC1)c1cc(Cl)ccc1Cl	104	0.1
Cc1ccc(C)c(NC(=O)c2cnc3sc(N4CCOCC4)nn3c2=O)c1	109	0.3
O=C(O)c1nn(Cc2coc(-c3cccs3)n2)c(=O)c2ccccc12	100	0
COc1ccccc1OC(C)C(=O)N1CCN(C/C=C/c2ccccc2)CC1 (configuration not stated)	98	-1.5
Cc1ccc(N/C=C2/Cn3cccc3C2=O)cc1	95	-0.7
CCN(CC)S(=O)(=O)c1ccc2nc(NC(=O)c3cccnc3)sc2c1	108	0.2
Cc1ccsc1CN(C)CC(=O)NC1CCCC1	97	-0.4
CCOc1ccc(-c2cc(C(=O)N3CCN(c4cccc(C(F)(F)F)c4)CC3)c3ccccc3n2)cc1	109	0.1

The list is partial; count on the stated rates, not on these rows.
